T cell modulator: modulators of CD8 T cell-vesicle binding, primary screen, mouse 2C CD8+ T cells, flow cytometry | 2C CD8+ T cell-vesicle binding; active compounds read low | calls only at 7 µM | 0.068% of 330,000 active | AID 2052, 2009;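 active = response, share of CD8 T cells binding vesicles, and their 90th percentile fluorescence all below set limits, cut at about 80% in these data, passing the limit was not always enough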
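Read-out – percent CD8+ FL2 mean versus row control · System – murine 2C transgenic CD8+ T lymphocytes · Times – 1.5 h cell–vesicle binding at 37 °C, then 20 min icy labelling · Control set – naked vesicles low, QL9 vesicles with vehicle high · Detection – cytometric PE anti-B7-1 and Alexa647 anti-CD8 signals after 1% paraformaldehyde fixation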
Myeloid diff MLP: induction of myeloid progenitor differentiation, primary screen, cell-based, flow cytometry, MLPCN library; AID 624256, 2012; ER-HoxA9 myeloid progenitors, lysozyme-GFP differentiation; calls only at 10 µM; 1% of 360,000 active;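 active = normalized GFP-positive differentiation at or above the plate's own cutoff, the solvent-only control mean plus 3 SD; inconclusive = no clear call, values can overlap the other calls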;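 also: cells exposed to compound for four days before flow analysis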
T cell modulator vesicle-bound %: recorded beside T cell modulator, whose call it bears; double positive events, %; measured here: CD8+ vesicle-bound cell fraction;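 binding gate set so that unloaded-vesicle control wells show 10% double positive cells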
Myeloid diff MLP GFP+ MAC1+ %: recorded beside Myeloid diff MLP, whose call it bears; GFP+ MAC1+ double positive, %; measured here: differentiation confirmed by MAC1 staining
Starred values were filed as active, the others as inactive; i = inactive; u = inconclusive; x = not tested or not shown; + = active, no number. A portion of the library; count on the stated rates, not on these rows.

Abbreviations: A = T cell modulator; B = T cell modulator vesicle-bound %; C = Myeloid diff MLP; D = Myeloid diff MLP GFP+ MAC1+ %
O=C1NC(C(=O)O)=CC(c2cccc(Cl)c2Cl)N1 (centres undefined)
  A: i; B: 23; C: i; D: 1.4

Cc1ccc(OCCC(=O)OCC(=O)NCc2ccccc2)cc1
  A: i; B: 26; C: i; D: 0.6

COc1ccccc1Cn1c(=O)oc2ccc(C)cc21
  A: i; B: 29; C: i; D: 0.4

CCN(C[C@H]1N[C@@](CC)(C(=O)OC)[C@H]2C(=O)N(C)C(=O)[C@@H]12)C(=O)Nc1ccc(F)cc1
  A: i; B: 32; C: i; D: 0.7

O=C(O)/C(=C\c1cccc(F)c1)c1ccc(S(=O)(=O)N2CCCC2)s1
  A: i; B: 43; C: i; D: 0.1

C[C@H](CO)N1C[C@H](C)[C@@H](CN(C)C(=O)NC2CCCCC2)Oc2c(NC(=O)C3CCCCC3)cccc2C1=O
  A: i; B: 5; C: i; D: 1.7

O=C(COC(=O)Cc1ccsc1)Nc1ccc(Cl)cc1F
  A: i; B: 28; C: i; D: 0.7

O=C1CN(C(=O)COC(=O)c2ccccc2Br)c2ccccc2N1
  A: i; B: 34; C: i; D: 1.2

CCOC(=O)c1ccc(-c2c(-c3ccc4c(c3)OCO4)noc2C)cc1F
  A: i; B: 25; C: i; D: 0.5

CCOC(=O)C1=C(COC(=O)COc2ccccc2C#N)NC(=O)NC1C (centres undefined)
  A: i; B: 60; C: i; D: 0.8

O=C(NCc1ccccc1)C1=C[C@@H](c2ccccc2)C[C@@H](OCCCCO)O1
  A: i; B: 21; C: i; D: 3.3

COc1cccc(-c2ccc3ncnc(NCc4cccc(C)c4)c3c2)c1
  A: i; B: 33; C: i; D: 0.8

Cc1cc(Br)ccc1NC(=O)c1ccc(-n2cncn2)c([N+](=O)[O-])c1
  A: i; B: 29; C: i; D: 1.5

CC(C)CN(C(=O)COC(=O)C(C)N1C(=O)c2ccccc2C1=O)c1c(N)n(Cc2ccccc2)c(=O)[nH]c1=O (centres undefined)
  A: i; B: 13; C: i; D: 1.2

O=C(CCN1C(=O)C2CC=CCC2C1=O)Nc1cc(C(F)(F)F)ccc1N1CCCC1 (centres undefined)
  A: i; B: 45; C: i; D: 0.9

Cc1c(NC(=O)CN2C(=O)NC(C)(c3ccc(OC(F)F)cc3)C2=O)c(=O)n(-c2ccccc2)n1C (centres undefined)
  A: i; B: 31; C: i; D: 0.4

COc1ccc(C(=O)COC(=O)c2ccccn2)c(OC)c1
  A: i; B: 13; C: i; D: 1.1

NC(=O)C1CCN(c2nc(-c3cc4ccccc4o3)cs2)CC1
  A: +; B: 6.8*; C: i; D: 0.4

O=C1CC2(CCN(C(=O)c3c(F)cccc3F)CC2)Oc2ccccc21
  A: i; B: 53; C: i; D: 0.2

COc1ccc(-c2csc(NCCc3nc4cc(C(=O)NCCCO)ccc4n3Cc3ccc(C)cc3)n2)cc1
  A: i; B: 36; C: i; D: 0.4

Cc1ccccc1NC(=O)C(=O)NCC1CCCN1S(=O)(=O)c1cccs1 (centres undefined)
  A: i; B: 50; C: i; D: 0.6

CCCCc1nnc(NC(=O)c2ccc3c(=O)n4c(nc3c2)CCC4)s1
  A: i; B: 33; C: i; D: 0.7

Cc1ccc(-c2nc(CNC(=O)c3ccco3)cs2)cc1
  A: i; B: 10; C: i; D: 2.3

O=C(CCNS(=O)(=O)c1ccc(OC(F)(F)F)cc1)N1CCN(S(=O)(=O)c2cccc(F)c2)CC1
  A: i; B: 23; C: i; D: 0.7

Cc1ccc2sc(N(CCCN(C)C)C(=O)c3ccc(S(=O)(=O)N4CCc5ccccc5C4)cc3)nc2c1C
  A: i; B: 35; C: u; D: x

Quoted at random: 5 compounds from above.
Abbreviations: A = T cell modulator; B = T cell modulator vesicle-bound %; C = Myeloid diff MLP; D = Myeloid diff MLP GFP+ MAC1+ %
Cc1c(NC(=O)CN2C(=O)NC(C)(c3ccc(OC(F)F)cc3)C2=O)c(=O)n(-c2ccccc2)n1C (centres undefined)
  A: i; B: 31; C: i; D: 0.4

CC(C)CN(C(=O)COC(=O)C(C)N1C(=O)c2ccccc2C1=O)c1c(N)n(Cc2ccccc2)c(=O)[nH]c1=O (centres undefined)
  A: i; B: 13; C: i; D: 1.2

Cc1ccc(-c2nc(CNC(=O)c3ccco3)cs2)cc1
  A: i; B: 10; C: i; D: 2.3

Cc1ccc(OCCC(=O)OCC(=O)NCc2ccccc2)cc1
  A: i; B: 26; C: i; D: 0.6

Cc1ccccc1NC(=O)C(=O)NCC1CCCN1S(=O)(=O)c1cccs1 (centres undefined)
  A: i; B: 50; C: i; D: 0.6

The listing picks up with the five entries that preceded the break.
Abbreviations: A = T cell modulator; B = T cell modulator vesicle-bound %; C = Myeloid diff MLP; D = Myeloid diff MLP GFP+ MAC1+ %
Cc1ccccc1NC(=O)C(=O)NCC1CCCN1S(=O)(=O)c1cccs1 (centres undefined)
  A: i; B: 50; C: i; D: 0.6

CCCCc1nnc(NC(=O)c2ccc3c(=O)n4c(nc3c2)CCC4)s1
  A: i; B: 33; C: i; D: 0.7

Cc1ccc(-c2nc(CNC(=O)c3ccco3)cs2)cc1
  A: i; B: 10; C: i; D: 2.3

O=C(CCNS(=O)(=O)c1ccc(OC(F)(F)F)cc1)N1CCN(S(=O)(=O)c2cccc(F)c2)CC1
  A: i; B: 23; C: i; D: 0.7

Cc1ccc2sc(N(CCCN(C)C)C(=O)c3ccc(S(=O)(=O)N4CCc5ccccc5C4)cc3)nc2c1C
  A: i; B: 35; C: u; D: x

C[C@H](CO)N1C[C@H](C)[C@@H](CN(C)S(C)(=O)=O)Oc2ccc(NC(=O)Nc3ccccc3)cc2C1=O
  A: i; B: 14; C: i; D: 0.7

CC(=O)NCCc1ccc(C(=O)COC(=O)c2cccn2C)cc1
  A: i; B: 40; C: i; D: 1.3

COc1ccc(NC(C)=O)cc1S(=O)(=O)N1CCn2cccc2C1C (centres undefined)
  A: i; B: 41; C: i; D: 2.5

CCOC(=O)C1=C(C)NC(C)=C(C(=O)OCC)C1C(=O)OCC(=O)N1CC(C)OC(C)C1 (centres undefined)
  A: i; B: 52; C: i; D: 1.3

COc1ccc(C(=O)N(C)CC(=O)Nc2cccc(F)c2)cc1S(=O)(=O)NC1CCCC1
  A: i; B: 59; C: i; D: 0.9

O=C(NC1CCCCC1)c1ccc(-c2ccc(Cl)cc2)o1
  A: i; B: 3; C: i; D: 0.9

COc1ccccc1NCCC(=O)OCC(=O)Nc1cccc(S(=O)(=O)N(C)C)c1
  A: i; B: 32; C: i; D: 0.2

CCN(CC(=O)NC(=O)NC1CCCCC1)Cc1ccccc1
  A: i; B: 36; C: i; D: 1.0

CC1CCC(NC(=O)COC(=O)CSc2ccc(C(N)=O)cc2[N+](=O)[O-])CC1 (centres undefined)
  A: i; B: 24; C: i; D: 1.2

Cc1ccc(S(=O)(=O)CCC(O)c2ccc(Cl)cc2)cc1 (centres undefined)
  A: i; B: 40; C: i; D: 0.7

Cc1cc(OCC(=O)OCC(=O)Nc2ccc(Cl)cn2)ccc1Cl
  A: i; B: 41; C: i; D: 0.8

O=C(Nc1cc(S(=O)(=O)N2CCCCCC2)ccc1OCC(F)(F)F)c1ccc(=O)[nH]c1
  A: i; B: 11; C: i; D: 0.6

CN(C(=O)c1ccccc1C(=O)OCC(=O)c1ccccc1)c1ccccc1
  A: i; B: 39; C: i; D: 0.3

Cc1cccc(OCCC(=O)OCC(=O)Nc2c(C)nn(-c3ccccc3)c2C)c1
  A: i; B: 17; C: i; D: 0.6

COc1cc(N)c(Cl)cc1C(=O)OCC(=O)N(C)C1CCCCC1
  A: i; B: 38; C: i; D: 0.4

Cn1c(=O)n(CC(N)=O)c(=O)c2c1nc1n2CCCN1Cc1ccccc1
  A: i; B: 33; C: i; D: 1.0

Screens deposited in PubChem by NMMLSC.
